Screening results from PubChem.
KCNH2 WT inh: inhibitors of human wildtype KCNH2 potassium channel; 340,000 tested, 0.37% active; AID 720551; Q12809; U2OS, BacMam KCNH2, thallium flux FluxOr; stronger effect = lower value; activity change, % at 1.84 µM;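 active means maximum activity change below -70%; inconclusive means maximum activity change between -70% and -50%; inactive means maximum activity change above -50%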; further: on the % scale 0 is the no-effect control and ±100 the full control effect
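U2OS cells were transduced with wild-type KCNH2 virus (2.03 x 10^8 / mL) for 4 h at room temperature, then cultured overnight at 37 C. Thallium flux was read with FluxOr dye. Rate constants were normalized to DMSO controls.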
Chronic BCR inh: chronic active BCR signaling inhibition; ABC-DLBCL IkBa-CBG/CBR reporter, luminescence ratio, 4 h; Potency, µM (titrated, usually from 46.1 µM), without a hit: at the top dose ratio change, negative = lower green/red ratio, usual class: inhibitors; 340,000 tested, 0.05% active; AID 493014; active means well fitted inhibition curve with a large enough effect in the signal ratio, with a control signal flat, not every such curve was filed as active; inconclusive means small, poorly fitted or top-dose-only effect, or effect the other way, or a change in a side signal; the % refers to the signal ratio;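 further: potency means the concentration at half of the fitted maximal effect; plate controls were basal doxycycline-induced cells for no effect and cells given 10 µM MG132 for full effect; MG132 reads +100%, hits lower the ratio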
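Doxycycline induced both beetle luciferases in TMD8 lymphoma cells; IKK-driven degradation limits the IkappaBalpha-fused green signal, while red luminescence normalises for cell number and nonspecific effects. Compounds tested up to 46 uM, 4 hrs.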
AT treatment: potential ataxia-telangiectasia treatment. […] A-T fibroblasts, KAP-1 phosphorylation AlphaLISA; neocarzinostatin DNA damage 30 min before lysis. Potency, µM (doses to about 57.5 µM), inactives show at the highest dose activation, usual class: activators. 320,000 tested, 0.19% active. AID 485349; further: potency means the concentration at half of the fitted maximal effect; % of control where 0% means no effect; nearly all actives have a fitted effect of over 45% in size
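ATM-like activity read as KAP-1 phosphorylation via AlphaLISA donor/acceptor antibody pairs after lysis and 6 hr at 25C. Cells were ATM-null patient fibroblasts ([…], hTERT), dosed 60 min, then exposed to the DSB inducer NCS for 30 min.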
TSHR antagonist: antagonists of human thyroid stimulating hormone receptor. P16473. TSHR-expressing cells, TSH-stimulated cAMP HTRF, 2 h; stronger effect = lower value. activity change, negative = inhibition, % at 11.5 µM. 330,000 tested, 0.2% active;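 active means activity change below a set negative limit, meaning inhibition stronger than a set level, cut at about -70% in these data; inconclusive means activity change between two set negative limits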; further: on the % scale 0 is the no-effect control and ±100 the full control effect
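TSHR-expressing cells were treated with compounds, then stimulated with TSH at EC80 (4nM final) for 2 hours at 37 deg C. Cellular cAMP was measured by HTRF competition between lysate cAMP and cAMP-d2 for a cryptate-labelled anti-cAMP antibody.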
TCR act: activators of T cell receptors | primary human leukocytes, anti-CD3, IL-2 HTRF, 48 h | Potency, µM (top dose mostly 9.22 µM), without a hit: at the top dose activation of IL-2 secretion, hits mostly activators | 330,000 tested, under 10 active | AID 504894; further: % of control where 0% means no effect
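Readout: HTRF IL-2, Eu-cryptate/d2 antibody pair, 320nm excitation, 665nm emission. Stimulus: a-CD3 beads, no co-stimulation. Cells: primary human leukocytes. Exposure: 48 hr with compound.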
Tb PFK block: blocks T. brucei phosphofructokinase; T. brucei PFK, ADP-Glo luminescence; Potency, µM (series often up to 57.5 µM), for inactives: at the top dose activity, negative = inhibition, most hits filed as inhibitors; 330,000 tested, 0.17% active; AID 485367;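 further: potency means the concentration at half of the fitted maximal effect; 0% = uninhibited 1x PFK enzyme wells and -100% = no-enzyme wells; nearly all actives have a fitted effect of over 60% in size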
Target sequence (O15648 whole entry, looked up): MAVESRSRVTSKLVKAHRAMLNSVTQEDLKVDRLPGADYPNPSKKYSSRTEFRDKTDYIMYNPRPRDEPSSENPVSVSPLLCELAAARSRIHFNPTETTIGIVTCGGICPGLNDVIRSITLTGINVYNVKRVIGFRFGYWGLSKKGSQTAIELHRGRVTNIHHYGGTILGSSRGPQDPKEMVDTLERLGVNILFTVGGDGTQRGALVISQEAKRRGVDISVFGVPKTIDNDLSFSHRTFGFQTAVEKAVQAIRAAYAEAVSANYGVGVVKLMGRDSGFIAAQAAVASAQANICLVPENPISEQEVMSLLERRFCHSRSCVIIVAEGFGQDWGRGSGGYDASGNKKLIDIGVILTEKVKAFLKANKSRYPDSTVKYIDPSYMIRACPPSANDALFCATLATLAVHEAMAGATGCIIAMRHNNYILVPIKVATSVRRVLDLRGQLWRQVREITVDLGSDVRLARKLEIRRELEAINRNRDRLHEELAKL
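Luminescent ADP detection (ADP-Glo, two-step: ATP depletion then ADP-to-ATP conversion for luciferase) reported PFK activity after 45 min room-temperature reaction of 1.25 nM enzyme with 0.5 mM F6P and 0.1 mM ATP at pH 8.0.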
Giardia kill: Giardia lamblia killing | Giardia lamblia trophozoite viability | 340,000 tested, 0.15% active | AID 540267 | activity change, % at 7.66 µM, hits read low; in the data active means activity change below about -80%; inconclusive means between about -30% and that limit;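 further: parasites exposed to compound for two days anaerobically before the ATP read; on the % scale 0 is the no-effect control and ±100 the full control effect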
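Trophozoites 100 cells/well + cpd; 48 hrs, 37 deg C, anaerobic. ATPLite 1-Step added, 15-30 min RT, luminescence read (ATP-based viability).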
CXXC DNA block: MLL CXXC-DNA interaction inhibition; MLL-CXXC / FITC-HOXA9 DNA fluorescence polarization; AID 2662; 290,000 tested, 0.037% active; Q03164; Potency, µM (top dose mostly 115 µM), without a hit: at the top dose activity change, negative = inhibition, most hits filed as inhibitors; active means well fitted inhibition curve with a large enough effect in the polarisation, with a control signal flat, not every such curve was filed as active; inconclusive means small, poorly fitted or top-dose-only effect, or effect the other way, or a change in a side signal; inactive means no such curve, though single readings can be large or run the other way; the % refers to the polarisation; further: potency means the concentration at half of the fitted maximal effect
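Steps: dispense CXXC domain solution (7 uM) → pin compounds or unlabeled HOX-A9 DNA control → 5 min ambient → add FLSN-HOX-A9 solution (50 nM) → spin → 30 min ambient → fluorescence polarization. Tris pH 7.5/NaCl/DTT/BSA buffer.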
GALK inh: blocks human galactokinase activity | Purified GALK, Kinase-Glo residual ATP luminescence | Potency, µM (titrated, usually from 57.5 µM), without a hit: at the top dose activity change, negative = inhibition, most hits filed as inhibitors | 270,000 tested, 0.007% active | AID 1868; further: potency means the concentration at half of the fitted maximal effect; on the % scale 0 is the no-effect control and ±100 the full control effect
Target sequence (P51570 whole entry, looked up): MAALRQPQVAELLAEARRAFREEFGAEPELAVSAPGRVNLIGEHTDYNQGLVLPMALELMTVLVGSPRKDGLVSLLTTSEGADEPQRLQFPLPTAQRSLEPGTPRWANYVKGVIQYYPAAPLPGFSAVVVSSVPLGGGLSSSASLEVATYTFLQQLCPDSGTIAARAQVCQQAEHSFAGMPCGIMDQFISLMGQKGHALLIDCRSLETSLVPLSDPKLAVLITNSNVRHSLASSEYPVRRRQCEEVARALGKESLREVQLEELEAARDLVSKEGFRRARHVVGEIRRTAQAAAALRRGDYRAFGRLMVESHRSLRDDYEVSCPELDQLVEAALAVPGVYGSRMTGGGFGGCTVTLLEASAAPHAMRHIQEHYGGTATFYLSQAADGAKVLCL
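ATP-depletion format; final 35 uM ATP, 100 uM D-galactose, 5 nM enzyme; pH 8.0 HEPES/Mg2+ buffer; 60 min RT; luminescence read 10 min after detection reagent.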
FBPA coupling cs: counter-screen for Giardia aldolase inhibitors: coupling enzyme system; coupling enzyme system counterscreen, AmpLite Red fluorescence; activity change, negative = inhibition, % at 58.2 µM, hits read low; 290,000 tested, 0.67% active; AID 2472; in the data active means activity change below about -30%; further: on the % scale 0 is the no-effect control and ±100 the full control effect
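Final compound at 57.5 uM, incubated 10 min at RT with coupling enzyme reagent (glyceraldehyde-3-phosphate), then 20 min with substrate and AmpLite Red detection. Fluorescence read at 525/598 nm; tests interference with the coupling assay, not aldolase inhibition.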
* hit, by the source's call; ? = inconclusive; . = not tested or not shown; [ ] = another dose, or the depositor's remark. Unless noted, the call rests on the fitted dose curve; in most records, active means well fitted curve in the direction sought with a large enough effect; inconclusive means small, poorly fitted or top-dose-only effect, or another doubt; inactive means no such curve, though single readings can be large; an effect the other way counts as inactive or inconclusive.

SMILES | KCNH2 WT inh | Chronic BCR inh | AT treatment | TSHR antagonist | TCR act | Tb PFK block | Giardia kill | CXXC DNA block | GALK inh | FBPA coupling cs
Cc1cc(C)c(S(=O)(=O)NC(CC(=O)O)c2cccc([N+](=O)[O-])c2)c(C)c1 (stereo not given) | -0.5 | 2.4% | 3.7% | -0.8 | -0.5% | -7.8% | -11.5 | 6.6% | 0.3% | 16.4
CCCCN(C(=O)c1ccc([N+](=O)[O-])s1)c1c(N)n(CC(C)C)c(=O)[nH]c1=O | -2.6 | ? | 7.9% | -9.0 | -3.6% | -0.7% | 10.4 | . | . | .
CN(C)S(=O)(=O)Nc1ccc2c(c1)OCO2 | -2.8 | -2.2% | -0.8% | -5.4 | 1.7% | 0.7% | -5.6 | -10.2% | 1.7% | 0.3
Cc1ccc(/C=N/c2sc3c(c2C(N)=O)CCCC3)o1 | -5.6 | 2.5% | 0.7% | -8.3 | -4.0% | 0.6% | 6.4 | 8.6% | -2.2% | -3.7
Cc1c(C(=O)N(C)C)c2ccc(Cl)cc2n1O | -0.4 | 0.8% | 7.8% | 26.5 | -0.9%[46.1 µM] | 0.2% | 13.0 | 10.8% | 2.7% | 3.2
COc1cccc(-c2nnn(CC(=O)Nc3ccc(C)cc3C)n2)c1OC | 1.7 | 10.4% | 6.3% | 2.9 | 2.8% | 4.1% | 7.3 | 4.1% | 5.5% | 4.0
O=C(CN1CCN(c2ccccn2)CC1)N1c2ccccc2Sc2ccc(C(F)(F)F)cc21 | -1.9 | 6.0% | 14.9% | 16.3 | -4.2% | 3.8% | -7.5 | 2.9% | 9.3% | -7.2
CCCOc1ccc2[nH]cc(C(=O)O)c(=O)c2c1 | 4.4 | 15.1% | 0.7% | -11.6 | 1.4% | -6.3% | 20.1 | 1.4% | -0.4% | -1.2
O=C(CNC(=S)N(Cc1ccccc1Cl)C1CCCC1)NCCCN1CCOCC1 | -1.6 | ? | 2.7% | 8.1 | 0.5% | 0.8% | -13.5 | 3.3% | -0.9% | 5.9
COc1ccc(N(CC(=O)N2CCN(c3cc(C)ccc3C)CC2)S(=O)(=O)c2c(C)noc2C)cc1 | -3.8 | 1.1% | 0.3% | -6.8 | 10.8% | -0.2% | 2.9 | 6.3% | -2.5% | .
COc1ccc(NC(=O)c2cc(F)cc(F)c2)cc1S(=O)(=O)N1CCCCC1 | 1.3 | -0.1% | 0.7% | -4.2 | 3.0% | 0.0% | 3.8 | . | . | .
CCc1ccc(OCC(=O)N/N=C(\C)c2ccc(O)cc2O)cc1 | -3.2 | 2.6% | 1.1% | -6.4 | 0.6% | -1.5% | -14.1 | -5.0% | -2.4% | 4.6
COc1ccc(NC(=O)c2cc(C)n(Cc3cccs3)c2C)cc1 | -6.4 | -17.9% | -0.5% | -2.0 | -8.0% | -9.2% | -10.7 | -5.5% | -0.4% | -4.4
O=C(CCn1nnnc1CN1CCOCC1)N1CCC(c2ccccc2Cl)C1 (stereo not given) | -2.6 | 2.5% | 15.6% | 2.4 | 1.4% | 4.9% | -18.7 | 4.6% | -6.6% | .
CCSc1nnc(NC(=O)CSc2nc3c(c(=O)n2-c2ccccc2OC)SCC3)s1 | 15.2 | ? | 0.5% | -12.9 | -1.1%[46.1 µM] | 8.9% | 19.0 | 2.6% | -0.7% | 1.8
OCCN1CCN(Cc2ccc3ccccc3c2)CC1 | 10.1 | -1.4% | 1.4% | 2.8 | 4.8% | -10.2% | -9.7 | 2.1% | 5.4% | -3.9
CN(Cc1ccccc1)C(=O)C1CCN(S(=O)(=O)c2cc([N+](=O)[O-])ccc2Cl)CC1 | 32.6 | 5.7% | 5.3% | -11.2 | -2.0%[46.1 µM] | -2.2% | -5.2 | -9.7% | 2.2% | 3.8
C=CCn1c(SCC(=O)c2c(N)n(CCC)c(=O)n(C)c2=O)nnc1-c1ccncc1 | 3.1 | -2.3% | 5.7% | 4.3 | 8.2% | -1.6% | 15.4 | -5.3% | 14.5% | 0.7
O=C(CCCC(=O)N1CCCC1)N1CCCC1 | -12.8 | -1.0% | ? | 1.2 | 4.8% | -0.2% | -19.2 | -15.0% | -2.3% | 0.4
Cc1ccc(C(c2nnnn2C2CCCC2)N2c3ccccc3CC2C)cc1 (stereo not given) | -1.6 | 12.1% | 8.8% | -17.1 | 3.0%[46.1 µM] | 0.3% | 7.5 | 1.0% | -2.5% | 2.1
Cc1oc(-c2cccc(Cl)c2)nc1CN1CCC(C(=O)NCc2cccnc2)CC1 | 4.9 | 1.7% | 2.3% | -1.2 | 7.7% | -1.4% | -4.4 | 3.2% | 2.2% | 0.7
COCCn1c(-c2cccs2)nc2nc3ccccc3nc21 | -9.5 | 6.5% | 4.5% | 1.5 | -3.9% | 1.4% | 1.6 | -0.4% | -2.0% | -0.2
COc1ccc(C2OCC3(O)C(c4ccc(OC)c(OC)c4)OCC23)cc1OC (stereo not given) | -3.7 | -9.0% | 48.6% | -2.6 | -1.7% | 3.3% | 10.4 | 0.4% | -1.2% | 1.8
CCOC(=O)c1c(NC(=O)CN(C)C2CCN(C)CC2)sc(C(=O)Nc2ccccc2)c1C | 32.2 | 6.8% | -2.3% | -5.0 | 3.6% | -2.7% | 8.4 | 2.4% | -7.7% | -0.2
COc1ccccc1C(C)NC(=O)c1ccc(S(=O)(=O)NCc2ccco2)cc1 (stereo not given) | 6.5 | -1.1% | -8.1% | -4.6 | -4.1% | 0.0% | -5.5 | . | . | .
COc1ccc(NC(=O)C2CCN(c3cnccn3)CC2)cc1Cl | -3.0 | 0.6% | 4.8% | -11.3 | 2.3% | 0.2% | -8.3 | 19.1% | 0.2% | -2.0
CCOC(=O)N1CCN(S(=O)(=O)c2ccc(C(=O)NNc3nc4cc(C)cc(C)c4s3)cc2)CC1 | 10.6 | 0.1% | -29.1% | 3.5 | -5.3% | -0.9% | -5.4 | -4.5% | . | 2.8
CCCc1nc(N2CCN(S(=O)(=O)c3ccc(Cl)cc3)CC2)c2c(C)c(C)sc2n1 | -14.9 | 10.2% | 2.8% | 2.8 | 7.6% | -5.0% | -0.3 | 0.9% | 3.5% | 0.8
Cc1ccc(-n2c(SCC(=O)N3CCCCC3)nc(O)c(Cc3ccccc3)c2=O)cc1 | -12.3 | 3.2% | -1.7% | -6.9 | 6.9% | 2.5% | 16.7 | 0.3% | -4.9% | .
CCOc1ccc(OCC(=O)N2CCOCC2)cc1 | 26.3 | 0.8% | 2.5% | 5.3 | -4.9% | ? | -20.6 | 0.9% | -1.0% | 4.0
Cn1c(NCCCN2CCOCC2)nc2c1c(=O)n(Cc1ccc(Cl)cc1Cl)c(=O)n2C | -3.1 | -1.4% | 5.6% | -8.1 | -1.9% | -3.3% | 3.4 | -6.7% | 2.8% | -0.2
O=C1COc2ccc(C(=O)COC(=O)c3cccnc3Cl)cc2N1 | -8.3 | 1.3% | 0.1% | -6.0 | -3.2% | -2.8% | 37.2[activator] | 2.1% | 0.0% | -2.3
Cc1ccc(C(C)NC(=O)Cc2cccs2)c(C)c1 (stereo not given) | 8.8 | -0.1% | 2.5% | -9.9 | . | 1.0% | 9.0 | 10.1% | 0.0% | -2.0
COc1ccc(Cl)cc1-n1c(C)cc(C(=O)O)c1C | 6.3 | 0.1% | 0.4% | 9.3 | 6.0% | 0.0% | -16.8 | 3.7% | 6.6% | 1.2
COC(=O)c1cc(S(=O)(=O)N(Cc2ccccc2)C(C)(C)C)c[nH]1 | -2.9 | 4.9% | -4.7% | 2.3 | -0.2% | 0.5% | 13.1 | -2.6% | 3.4% | 1.6
O=C(Cn1cc(C(F)(F)F)ccc1=O)Nc1cccc(S(=O)(=O)N2CCOCC2)c1 | 3.6 | -9.3% | -0.9% | -0.4 | -1.3%[46.1 µM] | -2.0% | -23.6 | -2.7% | 2.3% | 0.2
COCCNCCCCSc1ccc(Cl)cc1 | 45.5 | ? | 0.7% | 21.6 | -58.1% | -23.6% | 2.7 | -27.2% | 3.2% | 1.6
CCOc1ccc(/C=N/NC(=O)C(C)N(c2ccc(OC)cc2)S(C)(=O)=O)cc1 (stereo not given) | 0.1 | 4.1% | -10.0% | -3.2 | -2.0% | -6.9% | 0.1 | -20.8% | 3.4% | 3.5
Cc1c(C(=O)N2CCN(C(c3ccccc3)c3ccccc3)CC2)oc2ccccc12 | -17.3 | 6.1% | -2.9% | -25.8 | 7.4% | 1.9% | ? | . | . | .
N#C/C(=C\c1c(N(Cc2ccccc2)Cc2ccccc2)nc2ccccn2c1=O)C(N)=O | 3.5 | ? | . | -20.2 | -7.5%[46.1 µM] | 0.3% | -1.5 | 4.2% | -3.2% | -0.3
